# Screens deposited in PubChem by several laboratories.
# Wnt bcat act = Wnt/beta-catenin pathway activation; Wnt/beta-catenin reporter cell assay, activator, plate reader; activation, % at 9.35 µM; hit rate 1.2% among 300,000; AID 743398; in the data active means activation above about 30%, passing the limit was not always enough;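 further: 0% = neutral control wells and 100% = positive control wells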
# E coli growth = bacterial growth inhibition, counter-screen for AddAB inhibitors | hit rate 0.27% among 330,000 | E. coli V3065 growth, OD600 absorbance, 18 h | inhibition, % at 11.9 µM;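 active means inhibition above the campaign's mean inhibition across all tested compounds plus 3 SD, cut at about 9.9% in these data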;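 further: uninfected addAB+ strain grown without phage in ampicillin broth; 0% = DMSO wells and 100% = ciprofloxacin 0.95 µg/ml wells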
# PfHsp90 set2 = growth inhibition of yeast expressing Plasmodium Hsp90; S. cerevisiae expressing PfHsp90, BacTiter-Glo ATP, 48 h; yeast lacking PDR1 and PDR3 efflux regulators; inhibition, % at 9.4 µM; hit rate 0.32% among 310,000;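 active means every replicate shows inhibition above about 80%, whatever the replicate mean, limit read from the data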;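 further: 0% = DMSO neutral controls and 100% = 20 µM radicicol positive controls; yeast relying on Plasmodium falciparum Hsp90 in place of its own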
# Rtt109 Vps75 = inhibitors of Candida albicans Rtt109/Vps75 histone acetyltransferase | Q5AAJ8 | purified Rtt109/Vps75, ThioGlo CoA-SH fluorescence, 4 h | inhibition, % at 34.9 µM | hit rate 0.16% among 330,000 | AID 540336;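 active means inhibition of at least 50% in every replicate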
# Target sequence (Q5AAJ8 whole entry, looked up): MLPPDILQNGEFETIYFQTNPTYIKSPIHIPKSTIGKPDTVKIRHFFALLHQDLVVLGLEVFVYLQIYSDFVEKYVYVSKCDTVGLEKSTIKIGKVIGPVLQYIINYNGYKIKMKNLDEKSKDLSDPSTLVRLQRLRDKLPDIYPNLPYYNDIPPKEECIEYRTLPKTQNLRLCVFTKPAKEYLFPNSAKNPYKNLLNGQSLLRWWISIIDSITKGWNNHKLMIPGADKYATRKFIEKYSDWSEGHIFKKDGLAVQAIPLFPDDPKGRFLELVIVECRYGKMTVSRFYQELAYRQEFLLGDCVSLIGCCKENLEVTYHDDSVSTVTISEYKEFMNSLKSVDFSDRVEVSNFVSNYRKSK
# PvdQ inh = P. aeruginosa PvdQ acylase inhibition | purified PvdQ acylase, fluorescence plate reader | hit rate 0.063% among 340,000 | inhibition, % at 10 µM; in the data active means inhibition above about 30%, passing the limit was not always enough;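 further: 0% = vehicle neutral wells and 100% = reference inhibitor wells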
# AddAB inh = less growth of phage-infected E. coli with AddAB; AID 435030; inhibition, % at 11.9 µM; hit rate 0.29% among 330,000; E. coli expressing H. pylori AddAB, absorbance growth; in the data active means inhibition above about 12%;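 further: 0% = vehicle wells of infected cells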
# phage Ecoli inh = E. coli growth loss with phage present; growth absorbance; inhibition, % at 11.9 µM; hit rate 0.26% among 360,000; AID 651602; in the data active means inhibition above about 11%
# CAL PDZ FP = human CAL PDZ-peptide interaction inhibition; inhibition, % at 20 µM; AID 504414; hit rate 0.02% among 330,000; Q9HD26; purified CAL PDZ, TMR-peptide fluorescence polarization, 1 h;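 active means highest replicate inhibition of at least 40%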;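 further: plate controls were DMSO neutral control wells for no effect and unlabeled competitor peptide control wells for full effect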
#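 material = purified tagged CAL PDZ domain construct (CerCALP) | buffer or medium = sodium phosphate/NaCl buffer pH 7.4 with TCEP, IgG, Thesit | reagent = TMR-labelled reporter peptide T*-PRC34 bound in PDZ groove | incubation = 1 h room-temperature incubation prior to read | measured by = fluorescence polarization (mP) | evaluation = percent inhibition from loss of millipolarization | control set = unlabelled peptide and DMSO controls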
# Tat export inh = blocks Tat-dependent protein export in E. coli. inhibition, % at 10 µM. AID 488895. hit rate 0.036% among 340,000. E. coli MC4100 TorA-mCherry Tat export, fluorescence;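 active means mean replicate inhibition at least 50% and at least half of replicates individually reaching 50%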;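 further: exported cargo escapes ClpAP degradation while cytoplasmic cargo is degraded and loses fluorescence; 0% = median of neutral control wells and 100% = median of NaSCN control wells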
# DAGLB inhibitor = diacylglycerol lipase beta (human) inhibition. hit rate 0.059% among 340,000. inhibition, % at 5.17 µM. Q8NCG7. HEK293T DAGLB membrane lysate, EnzChek fluorogenic substrate. AID 504411; in the data active means inhibition above about 34%;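 further: 0% = enzyme with vehicle and 100% = wells lacking enzyme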
# Target sequence (Q8NCG7 whole entry, looked up): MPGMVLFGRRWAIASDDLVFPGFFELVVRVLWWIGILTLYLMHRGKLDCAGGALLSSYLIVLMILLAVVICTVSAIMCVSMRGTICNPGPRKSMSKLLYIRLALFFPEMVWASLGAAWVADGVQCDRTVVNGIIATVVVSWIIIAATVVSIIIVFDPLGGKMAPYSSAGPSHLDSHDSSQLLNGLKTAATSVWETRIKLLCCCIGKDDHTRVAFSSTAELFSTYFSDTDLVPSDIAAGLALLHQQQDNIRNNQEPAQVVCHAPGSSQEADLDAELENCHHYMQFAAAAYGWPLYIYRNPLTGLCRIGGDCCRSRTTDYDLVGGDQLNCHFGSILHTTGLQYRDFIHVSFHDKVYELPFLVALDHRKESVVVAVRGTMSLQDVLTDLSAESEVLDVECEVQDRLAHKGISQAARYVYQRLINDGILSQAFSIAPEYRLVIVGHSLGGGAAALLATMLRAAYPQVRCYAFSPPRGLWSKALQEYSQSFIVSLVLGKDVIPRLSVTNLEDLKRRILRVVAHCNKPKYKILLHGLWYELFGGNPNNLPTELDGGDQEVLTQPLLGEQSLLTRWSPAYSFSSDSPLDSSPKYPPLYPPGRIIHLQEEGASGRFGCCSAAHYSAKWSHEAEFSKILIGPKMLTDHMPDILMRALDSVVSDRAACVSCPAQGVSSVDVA
# Numbers without * were called inactive; nt = no result given.
SMILES,Wnt bcat act,E coli growth,PfHsp90 set2,Rtt109 Vps75,PvdQ inh,AddAB inh,phage Ecoli inh,CAL PDZ FP,Tat export inh,DAGLB inhibitor
Clc1ccc(CCNc2nc3ccccc3s2)cc1,nt,-2.0,-15,-4,12,1.8,1.5,-0.8,5,-7
CCOc1ccccc1OCCOCCOc1ccccc1[N+](=O)[O-],6,-1.9,10,16,3,1.1,3.8,-2.1,-2,-5
COc1ccc(C(C[N+](=O)[O-])c2c(-c3ccccc3)cc3ccccn23)cc1OC (stereo not given),-3,-1.8,nt,13,-1,-0.3,3.0,1.0,-10,1
CCC(C)c1ccccc1N1CC(C(=O)NCCc2ccc(OC)c(OC)c2)CC1=O (stereo not given),1,0.8,6,2,-6,-1.4,3.5,-1.8,2,1
CN(C1CCCCC1)S(=O)(=O)c1cn(C)c(=O)n(C)c1=O,-1,1.2,-48,1,-4,1.7,2.6,0.0,-4,0
Cc1ccc(S(=O)(=O)c2nc(S(=O)(=O)c3ccccc3)sc2N2CCN(C)CC2)cc1,0,-3.3,12,11,-7,0.2,0.1,-1.6,-2,-1
Cc1ccc(-c2ccc(CCC(=O)O)n2NC(=O)c2ccco2)cc1,7,-1.1,4,5,-12,2.4,0.6,nt,-4,1
CCc1c(C)nc2ncnn2c1NCc1cccs1,nt,-0.7,8,nt,-7,1.4,1.2,-3.1,5,-4
O=C(CN1CCN(c2ccccc2O)CC1)Nc1cc([N+](=O)[O-])ccc1Cl,-2,-0.1,41,-1,0,0.8,-4.8,0.1,-7,0
Cc1ccc(-n2nc(C)c3c(C)c(CCC(=O)NCC4CCCO4)c(=O)n(C)c32)cc1 (stereo not given),-3,-0.9,-25,-16,-9,1.9,-2.2,-2.4,-2,0
COCCN1CN=C(NS(=O)(=O)c2ccc(C)cc2)NC1,1,0.3,-12,-9,-5,1.7,1.2,-1.7,3,4
C[C@@H]1CN([C@H](C)CO)C(=O)c2cccc(NS(=O)(=O)c3cccs3)c2O[C@H]1CN(C)Cc1ccccc1,4,0.6,14,6,-6,2.6,2.2,-1.2,-3,0
O=C(CSc1nnc(-c2ccncc2)n1Cc1ccco1)Nc1nccs1,0,0.0,0,-2,-11,2.1,3.5,-5.8,-4,1
O=[N+]([O-])c1cccc(S(=O)(=O)c2ccc(NCCO)c([N+](=O)[O-])c2)c1,-4,0.1,2,-6,-3,1.8,1.9,-0.8,-1,-1
CC(C)[C@@H](NC(=O)C1CCN(C(=O)[C@@H]2CCCN2C(=O)OC(C)(C)C)CC1)C(=O)NCc1ccc(F)cc1,-2,0.5,-2,10,12,0.0,0.7,1.0,-2,0
Cc1ccc(CNC(=O)CCCOc2cc(=O)n(C)c3ccccc23)o1,nt,-0.9,27,6,-16,1.4,-0.8,-4.1,3,0
CC(C)CCN1CC(C(=O)NC(C)C)CC1=O (stereo not given),-2,-0.7,20,-5,-9,1.6,3.1,-0.7,-4,0
CCc1cc(C(=O)NC2CCCN(Cc3ccccc3F)C2)n(C)n1 (stereo not given),-5,-0.7,7,2,-13,5.0,2.6,-2.0,-6,-1
Cc1ccc(-c2cc(C(=O)NN3CCOCC3)c3cc(Br)ccc3n2)o1,-1,-1.0,4,-95,-7,-2.0,2.2,-1.6,-3,1
COCCNC(=O)c1ccc2c(=O)n(CCCN3CCCC3=O)c(=S)[nH]c2c1,-1,-1.2,nt,-8,0,3.4,-0.1,-0.6,-14,1
O=C(Cn1ccn(-c2ccc(F)c(Cl)c2)c(=O)c1=O)NCCc1ccccc1,nt,1.9,-3,-6,4,3.2,nt,-0.1,0,-3
c1ccc(-c2nc3nc4ccccc4nc3n2CC2CCCO2)cc1 (stereo not given),4,-0.7,-2,-10,10,1.5,-1.6,-0.7,0,-1
O=C(NCc1ccncc1)C1CCN(S(=O)(=O)c2cccc(C(F)(F)F)c2)CC1,0,nt,-81,-1,5,nt,-0.7,-2.7,2,2
COc1ccc(CN=Cc2c(C(F)(F)F)[nH][nH]c2=O)cc1,nt,-1.7,-2,-2,-9,0.4,2.5,-2.6,15,1
COc1cccc(NC(=O)CCC2CCN(C(=O)c3cncs3)CC2)c1,1,-0.9,-17,3,-14,2.3,3.7,-1.3,3,3

# A section taken from the entries so far, as a working copy:
SMILES,Wnt bcat act,E coli growth,PfHsp90 set2,Rtt109 Vps75,PvdQ inh,AddAB inh,phage Ecoli inh,CAL PDZ FP,Tat export inh,DAGLB inhibitor
COc1ccc(CN=Cc2c(C(F)(F)F)[nH][nH]c2=O)cc1,nt,-1.7,-2,-2,-9,0.4,2.5,-2.6,15,1
COc1cccc(NC(=O)CCC2CCN(C(=O)c3cncs3)CC2)c1,1,-0.9,-17,3,-14,2.3,3.7,-1.3,3,3

# The list goes on.
SMILES,Wnt bcat act,E coli growth,PfHsp90 set2,Rtt109 Vps75,PvdQ inh,AddAB inh,phage Ecoli inh,CAL PDZ FP,Tat export inh,DAGLB inhibitor
O=C(COC(=O)COc1ccc(Br)cc1)NC1CCCC1,0,-1.1,0,-3,0,-1.1,3.3,-0.1,6,-4
COc1cc(-n2c(=O)c3ccccc3n(Cc3cccc(C)c3)c2=O)cc(OC)c1OC,1,1.1,-28,-6,-16,-0.9,-0.5,1.0,-5,0
Cc1cccc(N2C(=O)CC(SC(N)=Nc3ccccc3)C2=O)c1 (stereo not given),-1,-0.3,1,9,3,-1.7,2.0,-1.1,-5,-1
COc1cnn(-c2ccc(F)cc2)c(=O)c1Br,-3,0.6,5,8,16,2.9,0.6,0.1,-1,-1
FC(F)(F)c1cccc(Cc2noc(CN3CCCC(CN4CCCC4)C3)n2)c1 (stereo not given),-2,-0.1,20,-19,-7,-0.6,5.0,-0.6,-7,0
Clc1ccc(CSc2nnc3ccccn23)c(Cl)c1,17,-0.5,-11,0,-7,-0.1,3.9,-0.8,-2,0
O=C(Cc1ccccc1)Nc1nc(-c2ccc(F)c(F)c2)cs1,4,-0.4,-22,1,-7,1.2,0.2,-3.1,6,-8
Cn1c(N2CCN(c3ccccn3)CC2)nc2c1c(=O)n(Cc1ccccc1Cl)c(=O)n2C,nt,0.0,22,-2,11,3.2,3.3,-0.2,-8,-3
CCCCOc1ccc(N(CC(=O)NC(C)(C)CC)C(=O)CCC(=O)Nc2ccccn2)cc1,-2,0.2,10,0,-8,-1.0,1.3,-5.6,-1,1
CCc1ccccc1N(CC(=O)NCc1ccccc1)C(=O)CCC(=O)Nc1ccccn1,1,-1.3,-4,2,1,0.1,0.1,-0.8,16,2
O=C(Nc1ccc(S(=O)(=O)Nc2ncccn2)cc1)c1cccnc1,15,-0.3,-2,-21,-15,4.3,1.9,-1.9,0,3
Cc1ccc(N2CS(=O)(=O)/C(=C/N(C)C)C2=O)cc1,49*,0.7,nt,2,-1,1.1,1.9,-0.4,-2,0
COc1ccc(Cl)cc1NC(=O)CN(C)C(=O)c1sc2ccccc2c1Cl,-2,0.5,2,-1,-3,0.6,-0.8,-0.1,10,-8
C[C@]12C(=O)N(c3cccc(F)c3)C(=O)N1[C@H]1c3ccccc3OC[C@@H]1[C@H]2c1ccccc1,0,0.5,-12,3,-19,0.6,2.0,-0.2,-2,-13
CC(C)(C)C1N=C(c2ccc3ccccc3c2)OC1=O (stereo not given),14,-0.4,-26,-10,-9,-0.3,0.8,0.2,5,-1
O=C(O)c1cc(Cl)ccc1OS(=O)(=O)c1ccc(Cl)s1,0,-1.9,-21,-4,-3,-1.6,2.3,-1.3,-3,0
CC12CCC3C(CCC4N(CCO)CCC34C)C1CCC2O (stereo not given),1,-1.4,2,4,-7,-0.2,-0.9,-0.4,-5,-3
C/C(CC(=O)NCc1ccco1)=N\NC(=O)COc1ccc(C)cc1,-2,0.0,-55,-3,-11,1.8,-1.3,-1.1,8,-8
COc1ccc(-c2nn(-c3ccccc3)cc2C(=O)N2CCN(C(=O)c3ccco3)CC2)cc1,-2,-1.6,18,6,-11,-0.5,1.6,-0.4,2,0
O=C1c2ccccc2S(=O)(=O)c2cc(C(=O)N3CCN(C(=O)c4ccccc4)CC3)ccc21,-3,1.9,-4,0,-1,2.1,5.8,0.1,1,3
COCc1cc(C)nc(OCC(=O)N/N=C/c2cc(C)n(-c3c(C)cccc3C)c2C)c1C#N,nt,2.3,-1,4,-9,5.3,2.0,0.8,3,-4
O=C(O)CC1(CC(=O)Nc2cc3ccccc3cn2)CCCCC1,4,-2.1,nt,nt,nt,1.5,1.2,nt,nt,nt
CCc1cccc(CC)c1N(COC)C(=O)Cn1ccccc1=N,nt,0.7,6,-2,-16,-1.3,3.4,0.3,-7,-8
CCC(C)NC(=O)CCC(=O)Nc1ccc2nc(N3CC(C)CC(C)C3)cc(C)c2c1 (stereo not given),1,-0.3,-12,-2,-17,-0.2,2.9,0.0,3,2
COC(=O)C(C)Sc1nnc2n(-c3cccc(C)c3)c(=O)c3c4c(sc3n12)CCCC4 (stereo not given),-1,-2.7,-6,-2,3,0.2,1.9,-1.6,-9,-1
# The list goes on:
SMILES,Wnt bcat act,E coli growth,PfHsp90 set2,Rtt109 Vps75,PvdQ inh,AddAB inh,phage Ecoli inh,CAL PDZ FP,Tat export inh,DAGLB inhibitor
CC(C)OC(=O)c1cc(C(=O)c2cc(F)ccc2O)coc1=N,-2,2.6,-8,3,10,2.9,3.4,-2.6,6,-1
CCOC(=O)N1CCC(N2CC34C=CC(O3)C(C(=O)O)C4C2=O)CC1 (stereo not given),1,-1.4,-9,0,-6,2.2,1.4,0.4,-1,-1
CCOC(=O)C1CCN(C(=O)C2COc3ccccc3O2)CC1 (stereo not given),-2,0.4,-18,-5,-16,1.8,3.1,-0.6,-5,-1
COC(=O)CCN(c1ccccc1)S(=O)(=O)c1ccc(OC)cc1,nt,-1.0,-3,-2,3,1.7,0.6,0.1,1,1
COc1ccccc1C(=O)NC(=S)NNC(=O)c1sc2ccccc2c1Cl,1,-1.5,3,0,-9,-0.5,-3.0,-1.0,-8,-2
COc1ccccc1C(=O)n1nc(-c2ccccc2)nc1N,nt,0.1,-8,2,-1,2.1,1.3,-1.0,-7,0
CCOC(=O)C1=C(CS(=O)(=O)c2ccc(Cl)cc2)NC(=O)NC1c1ccc(O)c(OC)c1 (stereo not given),0,-1.0,2,2,-8,1.1,1.4,-2.0,-8,2
O=C(c1cccc2ccccc12)N1CCN(Cc2ccccc2F)CC1,2,nt,4,0,-2,nt,0.2,-0.7,-5,-1
CC(C)CC(=O)NC(=S)Nc1ccc(N2CCOCC2)cc1,18,-0.6,5,11,-5,2.7,3.3,-1.1,-4,0
Cc1nc([N+](=O)[O-])c(Br)n1CC(=O)c1ccc(Br)cc1,-8,-0.9,nt,-2,0,5.8,2.4,nt,-4,-2
Cc1ccccc1CSCC(=O)c1c(N)n(CC(C)C)c(=O)n(C)c1=O,nt,-1.0,nt,2,-8,1.7,0.2,0.5,-10,1
CCOc1ccc(NC(=O)CSCC(=O)O)cc1,-1,0.1,nt,nt,-10,-0.2,1.9,-2.0,-4,-2
CC(C)Cn1cc(C(=O)N2CCC(C)CC2)c2c3ccccc3n(C)c2c1=O,-1,0.6,0,10,2,-0.5,1.9,-2.4,-1,-2
COC(=O)Cn1c(=O)c(C(=O)CCl)c(N)n(Cc2ccccc2)c1=O,0,1.0,-35,-11,-15,1.5,2.5,-2.2,4,1
CC1CN(CCOc2ccc(Cl)cc2Cl)CC(C)O1 (stereo not given),-13,-1.4,15,-2,-12,2.1,0.9,0.4,3,-3
Cc1cc(C(=O)N2CCC(C)CC2)on1,7,-2.1,9,4,-1,2.5,2.4,-1.4,1,1
CCOC(=O)c1cc(CC)sc1NC(=O)CCC(=O)O,nt,-1.3,-6,7,6,3.1,4.3,0.2,-7,-2
